# MT1-MMP act inh: blocks activation of human MT1-MMP. HT1080 RFP-PRO-GFP cells, GFP/RFP ratio fluorescence, overnight; percent of plate control window, DMSO zero. GFP/RFP ratio change, % at 20 µM. hit rate 0.061% among 360,000. AID 651647;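 active = GFP/RFP ratio change of at least 30% with cell ATP level not reduced by more than half and red fluorescence within 50% of control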; note: strong numbers were not always called active
#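 Assay system: HT1080 cells carrying an RFP-PRO-GFP reporter | Dosing: Single dose of 20 µM compound, 1% DMSO final | Incubation: Cells overnight before dosing, compound overnight, 37 °C, 5% CO2 | Evaluation: GFP/RFP fluorescence ratio | Control set: DMSO and RFP-L50D-GFP cell wells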
# NadD inh: NadD (S. aureus) enzyme inhibition; AID 602399; hit rate 0.78% among 360,000; inhibition, % at 20 µM; purified NadD enzyme, colorimetric absorbance read-out; in the data active = inhibition above about 26%; note: some compounds past the cut are filed as inactive
# SKN-1 inh: C. elegans SKN-1 inhibition | AID 624304 | hit rate 0.49% among 360,000 | C. elegans VP596 Pgst-4::GFP/RFP ratio, acrylamide-induced, 24 h | inhibition, % at 21.8 µM;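 active = interference check ratio from 0.5 to 1.5 plus GFP to RFP signal ratio inhibition reaching or exceeding a fixed threshold, cut at about 30% in these data, passing the limit was not always enough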; note: some compounds called inactive have numbers as strong as hits
# DNMT1 block: DNMT1 (human) enzyme inhibition; P26358; DNMT1 molecular beacon, Hinp1I cleavage, fluorescence; inhibition (reported as % activation of signal), % at 10 µM; hit rate 0.83% among 360,000; AID 588458; in the data active = inhibition above about 50%
# Rpn11 block: blocks the human proteasome subunit Rpn11. O00487. human 26S proteasome, Ub4-pepOG fluorescence polarization; 20S core pre-blocked with epoxomicin. calls only at 20 µM. hit rate 0.59% among 360,000;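 active = inhibition at 20 µM, scaled to each plate's controls, above about 33%, limit read from the data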
# Scp-1 inhibitor: blocks human Scp-1 phosphatase activity. Recombinant Scp1, phosphopeptide, malachite green phosphate absorbance. AID 493091. inhibition, % at 20 µM. Q9GZU7. hit rate 0.88% among 340,000;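 active = inhibition above about 50% at 20 µM, limit read from the data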;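 note: plate controls were DMSO wells with enzyme for no effect and wells lacking enzyme for full effect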
#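 Test system – truncated SCP-1 phosphatase (76-261aa) · Reagent – Phosphorylated 17-residue peptide substrate · Incubation – 45 min room-temperature reaction, 5 min colour, 30 min stabiliser · Detection – colorimetric phosphate reagent with accelerator and stabiliser, absorbance at 630 nm · Measure – % inhibition at 20 µM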
# SUMO1-SIM PPI: alters human SUMO1 binding to SIM partners. hit rate 0.33% among 360,000. SUMO1 binding to a labelled peptide, TR-FRET, 1 h. inhibition, % at 20 µM. P63165. AID 602429; in the data active = inhibition above about 37%
# Target sequence (P63165 whole entry, looked up): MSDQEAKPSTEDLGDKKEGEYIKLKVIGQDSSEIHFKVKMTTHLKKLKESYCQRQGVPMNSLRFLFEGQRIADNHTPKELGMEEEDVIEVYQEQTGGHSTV
# LMPTP block: blocks human LMPTP phosphatase | P24666 | recombinant LMPTP-A, OMFP fluorogenic substrate, fluorescence intensity | inhibition, % at 20 µM | hit rate 0.22% among 360,000;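 active = compounds that cut the enzyme signal by at least half of the control window in the single-dose screen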;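 note: plate controls were DMSO wells with enzyme plus substrate for no effect and substrate without enzyme for full effect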
#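 Buffer or medium: Bis-Tris pH 6.0, DTT, detergent; Assay system: LMPTP-A enzyme; Quantity: 0.625 nM enzyme; Detection: endpoint fluorescence intensity; Times: 50 min dark incubation at room temperature; Controls: substrate-only low control, DMSO enzyme-plus-substrate high control; Doses: single 20 µM dose; Read-out: percent inhibition versus substrate-only and uninhibited controls; Reagent: 400 µM OMFP.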
# STEP block: blocks human striatal-enriched tyrosine phosphatase. P54829. recombinant STEP, OMFP fluorogenic substrate, fluorescence. inhibition, % at 20 µM. hit rate 0.25% among 360,000;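 active = inhibition at 20 µM, scaled per plate between control wells, above about 37%, limit read from the data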;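 note: 0% = DMSO with enzyme and substrate and 100% = substrate only without enzyme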
#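 medium = Bis-Tris buffer pH 6.0, 2.5 mM DTT, 0.005% Tween 20 | test system = STEP (striatal-enriched tyrosine phosphatase) enzyme, cell-free | measure = normalized % inhibition | compound dosing = 20 µM, 1% DMSO | also added = 25 µM OMFP | schedule = reaction 20 min, ambient temperature | measured by = fluorescence read at 480 nm ex / 540 nm em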
# NRP1-CendR mod: alters CendR peptide binding to human NRP-1. O14786. FAM-RPARPAR peptide binding to NRP-1, fluorescence polarization. inhibition, % at 25 µM. hit rate 0.85% among 360,000. AID 602438;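 active = inhibition or corrected inhibition above about 18%, plus a signal ratio from 0.5 to 1.5, limit read from the data, passing the limit was not always enough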; note: strong numbers were not always called active
# Target sequence (O14786 whole entry, looked up): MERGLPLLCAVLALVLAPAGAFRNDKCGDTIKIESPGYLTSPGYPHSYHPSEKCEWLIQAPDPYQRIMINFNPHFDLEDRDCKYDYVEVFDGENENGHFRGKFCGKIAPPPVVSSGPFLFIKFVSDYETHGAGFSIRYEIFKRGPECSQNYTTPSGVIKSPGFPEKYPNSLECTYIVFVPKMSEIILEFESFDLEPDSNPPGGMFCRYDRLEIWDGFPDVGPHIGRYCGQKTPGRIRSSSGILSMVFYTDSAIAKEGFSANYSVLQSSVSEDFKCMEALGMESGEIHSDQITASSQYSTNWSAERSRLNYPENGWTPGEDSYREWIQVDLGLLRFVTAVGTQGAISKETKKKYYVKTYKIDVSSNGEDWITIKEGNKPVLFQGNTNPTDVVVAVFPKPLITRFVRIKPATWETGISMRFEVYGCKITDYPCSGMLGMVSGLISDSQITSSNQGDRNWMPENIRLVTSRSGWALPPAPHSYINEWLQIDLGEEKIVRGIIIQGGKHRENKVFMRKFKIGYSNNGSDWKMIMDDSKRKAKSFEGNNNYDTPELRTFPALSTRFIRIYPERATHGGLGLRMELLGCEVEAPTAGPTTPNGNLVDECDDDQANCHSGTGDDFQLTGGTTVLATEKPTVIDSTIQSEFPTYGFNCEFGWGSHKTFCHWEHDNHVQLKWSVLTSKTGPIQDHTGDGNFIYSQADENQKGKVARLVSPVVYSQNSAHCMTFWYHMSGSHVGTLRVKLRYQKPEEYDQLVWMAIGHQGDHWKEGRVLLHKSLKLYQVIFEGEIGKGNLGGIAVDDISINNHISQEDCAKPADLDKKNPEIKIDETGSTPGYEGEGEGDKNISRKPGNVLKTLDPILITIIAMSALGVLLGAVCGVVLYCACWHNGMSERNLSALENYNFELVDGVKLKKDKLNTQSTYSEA
# The depositor's hits bear a star; i = inactive; nt = not tested or not shown. Hits appear at their usual frequency; 3.9% or so of the library scored in one or more.
SMILES,MT1-MMP act inh,NadD inh,SKN-1 inh,DNMT1 block,Rpn11 block,Scp-1 inhibitor,SUMO1-SIM PPI,LMPTP block,STEP block,NRP1-CendR mod
CNC(=O)NC1CCCc2ccccc21 (configuration not stated),-1,-8,21,3,i,-8,0,0.4,1,7
CC(C)C[C@H](NC(=O)[C@@H](Cc1ccccc1)n1c(=O)[nH]c2ccccc2c1=O)C(=O)N[C@@H](Cc1ccccc1)C(=O)O,-3,9,9,0,i,1,2,1.5,0,-15
Cc1ccc(CNC(=O)C2CCC(=O)N2Cc2ccc(F)cc2)cc1 (configuration not stated),2,1,-23,1,i,-6,-1,-0.7,-1,16
COc1ccc(OC)c(NC(=O)N2CCCc3ccccc32)c1,-2,-3,6,0,i,-7,3,0.4,1,16
C[C@@]12C(=O)N(Cc3ccc(Cl)cc3)CC(=O)N1[C@H]1c3ccccc3OC[C@@H]1[C@@H]2c1ccccc1,2,-2,-7,1,i,-9,4,1.4,-2,-37
O=C(Cn1nc(-c2ccccc2)ccc1=O)NCc1ccc(F)cc1,0,-6,0,-1,i,11,-7,-1.6,-3,5
CCOC(=O)N/N=C\c1ccccc1OC/C=C/c1ccccc1,-6,-14,-8,3,i,-10,-2,1.6,2,17
Cc1onc(-c2ccccc2)c1CNS(=O)(=O)c1cccc(Cl)c1,1,-12,19,0,i,-10,5,0.2,-2,6
O=C(Nc1ccc(S(=O)(=O)Nc2nccs2)cc1)/C(=C/c1ccccc1Cl)NC(=O)c1ccccc1,-2,39*,4,-2,i,-7,7,1.7,1,-32
CC(NC(=O)CNC(=O)C1O[C@@H]2OC(C)(C)O[C@@H]2[C@H]2OC(C)(C)O[C@@H]12)C(=O)O (some centres not stated),-1,-3,8,3,i,-3,-5,0.1,-3,4
Cc1n[nH]c(C)c1NC(=O)CSc1nnnn1-c1cccc(F)c1,-5,2,5,3,i,1,1,-1.1,1,4
CSc1ccccc1C(=O)Nc1ccccc1C(=O)NC(C)C,-1,7,13,0,i,-5,-2,-0.6,-3,1
CCOc1ccc(OCCCCNC(C)(C)C)cc1,-2,-2,-10,0,i,-1,4,-2.3,1,3
CC#CCN1c2ccccc2[C@]23C[C@@H](C(=O)OC)N(C(=O)NCCBr)C2=NC(C(=O)OC)=C(C(=O)OC)[C@H]13,-4,-1,8,-1,i,-14,8,1.3,-2,-10
COc1cc(C(=O)Oc2cccc(/C=N/NC(=O)c3cccnc3)c2)cc(OC)c1OC,0,-5,2,1,i,-5,-6,-1.6,2,10
Cc1cc(C(=O)NCc2cccs2)no1,4,10,7,1,i,2,-2,0.4,0,-3
O=C(Nc1ccc([N+](=O)[O-])cc1)Nn1cnnc1,-1,-5,-25,2,i,-4,-16,-1.2,0,12
COc1ccc(OC)c(NC(=O)c2sc3nc(C)cc(C)c3c2N)c1,1,6,2,-14,i,3,-2,-0.1,2,-10
COc1ccccc1-c1cnc(C(O)c2ccc(Cl)cc2C)[nH]1 (configuration not stated),-2,4,5,1,i,nt,-1,1.3,-1,7
CN(C)S(=O)(=O)c1ccc(=S)[nH]c1,-8,3,0,3,i,2,-2,-0.2,-2,0
COc1ccc(C2/C=C\CN(Cc3ccco3)CC(=O)N2Cc2ccc(F)cc2)cc1 (configuration not stated),-3,3,0,-9,i,-3,4,-1.0,-4,18
O=c1[nH]c(=O)c2nnc(N/N=C\c3ccc(O)cc3)nc2[nH]1,1,-4,-2,1,i,18,4,-0.3,1,-10
CCOc1ccc(NC(=O)CCC(=O)NNS(=O)(=O)c2ccccc2[N+](=O)[O-])cc1,-12,3,4,-3,i,1,-2,0.6,-2,2
COC(=O)Cn1c(=NC(=O)c2ccc(S(=O)(=O)N3CCOCC3)cc2)sc2cc(S(N)(=O)=O)ccc21,-1,7,-3,-1,i,-8,7,0.2,0,5
Cc1ccc(S(=O)(=O)N(C)CC(=O)OCC(=O)NC(=O)Nc2ccc3c(c2)OCCO3)cc1,3,-2,9,-6,i,-7,-1,0.1,-1,9

# (next part)
SMILES,MT1-MMP act inh,NadD inh,SKN-1 inh,DNMT1 block,Rpn11 block,Scp-1 inhibitor,SUMO1-SIM PPI,LMPTP block,STEP block,NRP1-CendR mod
CCOC(=O)C/C(=N\Nc1ncnc2ccccc12)c1ccccc1,0,-4,-13,2,i,-1,-7,2.1,6,-2
Cc1n[nH]c(=O)n(N=Cc2c[nH]c3ccccc23)c1=O,4,-2,12,-1,i,nt,-2,-0.7,-4,-3
CCC(=O)N1CCCc2cc(S(=O)(=O)N3CCN(c4ccccc4F)CC3)ccc21,0,-3,-1,-2,i,-1,5,-0.1,3,-1
CC(C)CC(NC(=O)C1CCC(C)CC1)C(=O)N1CCN(c2ccccn2)CC1 (configuration not stated),3,-5,-1,-1,i,-1,-2,-0.4,2,-11
O=C(CN1c2cccc3cccc(c23)S1(=O)=O)NC1CCCCC1,2,2,14,-1,i,0,-5,1.0,-2,-1
NC(COCc1ccccc1)c1csc(Nc2ncccn2)n1 (configuration not stated),0,1,-15,5,i,nt,-3,-0.3,3,-2
CCCn1c(=O)c(C(=O)NCCCc2ccccc2)c(O)c2ccccc21,-2,-3,11,0,i,-14,0,1.2,2,6
N/C(Cn1cncn1)=N\NC(=O)c1ccc(Cl)cc1Cl,-5,-6,5,1,i,5,-3,-0.8,-2,2
COc1cccc(CNS(=O)(=O)c2cc3c4c(c2)CCN4C(=O)CC3)c1,0,-7,8,2,i,6,-2,-0.8,-3,-1
COc1cc2c(cc1OC)C(c1ccc(Br)cc1)NC(=O)C2 (configuration not stated),9,-6,2,-2,i,6,2,-1.8,1,8
CCC(C(=O)NCc1ccco1)N(C(=O)CNS(=O)(=O)c1ccccc1)c1ccccc1C (configuration not stated),0,-1,0,4,i,9,2,-0.9,-4,-28
CC1CCCC(C)N1C(=O)CNCc1ccc2c(c1)OCO2 (configuration not stated),0,-5,-5,-2,i,-10,-2,-2.0,1,1
FC(F)(Cl)c1nnc2ccc(Cl)nn12,-2,-2,6,1,i,10,-8,-0.2,0,-4
C=CCN1C(=O)C(O)(CC(=O)c2c(C)n[nH]c2C)c2cc(Br)ccc21 (configuration not stated),-5,1,22,1,i,-5,-1,-3.3,-3,-8
CC(C)CN1C(=O)NC(NC(=O)c2ccco2)(C(F)(F)F)C1=O (configuration not stated),8,-1,7,-2,i,-2,1,-0.4,0,-15
COc1cnc(-c2ccccn2)nc1Sc1ccccc1,8,5,-7,-4,i,-3,0,6.7,5,4
CN(C)C(CNC(=O)c1cccc(S(=O)(=O)NCc2ccccc2)c1)c1ccccc1 (configuration not stated),9,0,-2,-5,i,-9,-44,-9.4,2,8
S=c1[nH]nc(COc2ccccc2)n1/N=C/c1ccc(Br)cc1,2,-1,6,-1,i,-4,2,1.6,3,-4
CC(=O)c1cccc(CN2CCCC(CCC(=O)NCc3ccc(C)o3)C2)c1 (configuration not stated),-2,-3,6,-2,i,-1,0,1.3,6,4
O=C(c1cc(-c2ccc(Cl)cc2)on1)N1CCCC1,-7,-10,8,-1,i,-10,0,0.9,-3,10
CC(=O)Nc1cccc2c1C(=O)N(c1cccc(C)c1)C2=O,-6,-2,-13,5,i,-5,-22,0.8,22,13
COc1ccc(S(=O)(=O)N2CCC(C(=O)Oc3ccc(C)cc3)CC2)cc1OC,0,-2,13,-7,i,-7,0,1.3,0,6
NNC(=O)c1cnn(-c2ccccc2)c1C(F)(F)F,3,-1,13,1,i,-5,-5,-1.1,-4,-4
CCc1nc2ccc(C(=O)NC3CCN(Cc4ccccc4)CC3)cn2c1N(CC)Cc1cccc(Br)c1,-3,14,-2,-28,i,nt,-16,-1.2,2,1
COC(=O)c1ccc(-c2cc(C(=O)O)c3cc4c(cc3n2)OCCO4)cc1,1,-3,3,0,i,0,-16,-1.2,-2,-1

# Part of the list above, reduced to NRP1-CendR mod, NadD inh and SUMO1-SIM PPI:
Compound | NRP1-CendR mod | NadD inh | SUMO1-SIM PPI
CC(C)CC(NC(=O)C1CCC(C)CC1)C(=O)N1CCN(c2ccccn2)CC1 (configuration not stated) | -11 | -5 | -2
CC1CCCC(C)N1C(=O)CNCc1ccc2c(c1)OCO2 (configuration not stated) | 1 | -5 | -2
S=c1[nH]nc(COc2ccccc2)n1/N=C/c1ccc(Br)cc1 | -4 | -1 | 2

# Continued.
SMILES,MT1-MMP act inh,NadD inh,SKN-1 inh,DNMT1 block,Rpn11 block,Scp-1 inhibitor,SUMO1-SIM PPI,LMPTP block,STEP block,NRP1-CendR mod
Cc1cc(NC(=O)c2cnn3cccnc23)no1,5,5,9,5,i,-10,-4,-1.7,1,12
COc1ccc2nc(NC(=O)CN3CCN(C)CC3)sc2c1,-1,-9,-7,2,i,-2,-1,-1.8,-6,-1
Cc1cc2c(cc1C)N[C@]1(C[C@H]3CCCC(=O)N4CC[C@@H](C1)[C@@H]34)C(=NC(C)(C)CC(C)(C)C)N2,0,4,8,-16,i,1,7,1.3,3,1
O=C(/C=C/c1ccc2c(c1)OCO2)NCCSCc1c(Cl)cccc1Cl,4,-4,12,-4,i,-14,1,5.9,2,1
CC1(C(=O)NCc2ccccc2)CCC(=O)N1CCCn1ccnc1 (configuration not stated),2,-2,0,6,i,nt,5,-0.6,0,-1
Cc1cc(C)c2sc(N(CCN(C)C)C(=O)c3cc(Cl)sc3Cl)nc2c1,8,-6,6,2,i,-5,-2,-0.9,0,-11
COc1cc(C)c(C)cc1S(=O)(=O)N1CCN(Cc2ccc3c(c2)OCO3)CC1,2,-6,-36,1,i,0,1,-0.9,-2,5
CC1CCCC(NC(=O)COC(=O)c2ccccc2C(=O)N(C)C2CCCCC2)C1C (configuration not stated),15,-2,-13,-4,i,nt,3,-2.0,-2,-5
CC(C)[C@@H](NC(=O)OC(C)(C)C)C(=O)NCC1CCC(C(=O)N[C@@H](Cc2ccccc2)C(=O)O)CC1 (some centres not stated),1,-1,17,4,i,-9,3,-1.1,-2,4
COc1ccc(C2(c3ccc(OC)cc3)NC(=O)N(CC(=O)Nc3ccc(C(N)=O)cc3)C2=O)cc1,4,8,1,-3,i,-5,1,0.3,-1,3
O=C1CCCc2ccccc2N1Cc1ccc(F)cc1,-2,2,-2,0,i,-8,-5,0.9,-3,10
CCOc1ccc(-c2cc(C(=O)NCCOC)[nH]n2)c(C)c1,1,0,-1,11,i,nt,6,-0.3,-2,-1
O=C(COC(=O)CC1CC2CCC1C2)Nc1ccccc1[N+](=O)[O-] (configuration not stated),2,-1,1,0,i,-18,-23,1.0,2,-9

# Screening results deposited in PubChem BioAssay by Sanford-Burnham Center for Chemical Genomics.
